phage Ecoli inh: E. coli growth loss with phage present. growth absorbance. actives 0.26% (n = 360,000). inhibition, % at 11.9 µM; in the data active = inhibition above about 11%
AddAB inh: less growth of phage-infected E. coli with AddAB. E. coli expressing H. pylori AddAB, absorbance growth. inhibition, % at 11.9 µM. actives 0.29% (n = 330,000); in the data active = inhibition above about 12%;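 note: 0% = vehicle wells of infected cells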
OPRM1-OPRD1 ag: agonists of human mu-delta opioid receptor heterodimerization. P35372+P41143. cells, OPRM1-OPRD1 heterodimerization, luminescence. activation, % at 9.3 µM. actives 0.3% (n = 340,000). AID 504326; in the data active = activation above about 18%;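 note: 0% = vehicle-treated cells and 100% = reference agonist; values of inactives mirror those of a sister screen read the other way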
PfHsp90 set2: reduces growth (ATP signal) of yeast expressing P. falciparum Hsp90; S. cerevisiae expressing PfHsp90, BacTiter-Glo ATP, 48 h; yeast lacking PDR1 and PDR3 efflux regulators; inhibition, % at 9.4 µM; actives 0.32% (n = 310,000);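 active = every replicate shows inhibition above about 80%, whatever the replicate mean, limit read from the data; inconclusive = mean inhibition reaches the set limit but some replicate falls short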;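 note: 0% = DMSO neutral controls and 100% = 20 µM radicicol positive controls; yeast relying on Plasmodium falciparum Hsp90 in place of its own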
Mot1-301 SUMO: SUMOylation pathway inhibition by Mot1-301 growth rescue | AID 2716 | growth rescue, % at 18.8 µM | S. cerevisiae Mot1-301 growth rescue, ATP luminescence, 38.5C; percent above DMSO median, 100 means doubled | actives 1% (n = 320,000);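 active = every valid replicate shows activation above 250% relative to neutral control wells; inactive = the rest, any valid replicate at or below 250%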;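 note: OY570 slx delta 5 strain wells were the positive control but not used for scaling; some compounds called inactive have numbers as strong as hits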
Ecoli viability: bacterial growth inhibition, counter-screen for AddAB inhibitors. E. coli V3065 growth, OD600 absorbance, 18 h. inhibition, % at 11.9 µM. actives 0.27% (n = 330,000);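 active = inhibition above the campaign's mean inhibition across all tested compounds plus 3 SD, cut at about 9.9% in these data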;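 note: uninfected addAB+ strain grown without phage in ampicillin broth; 0% = DMSO wells and 100% = ciprofloxacin 0.95 µg/ml wells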
MOR-DOR inv ag: mu-delta opioid heterodimer inverse agonism | P35372+P41143 | cell-based MOR-DOR heterodimer luminescence | inhibition, % at 9.3 µM | actives 0.21% (n = 340,000) | AID 504357; in the data active = inhibition above about 22%, passing the limit was not always enough;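 note: 0% = cells with DMSO and 100% = wells without cells with DMSO; values of inactives mirror those of a sister screen read the other way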
Tat transport: E. coli Tat transport inhibition; E. coli MC4100 TorA-mCherry Tat export, fluorescence; inhibition, % at 10 µM; actives 0.036% (n = 340,000);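 active = mean replicate inhibition at least 50% and at least half of replicates individually reaching 50%; inconclusive = only one of the two criteria met; inactive = neither criterion met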;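 note: exported cargo escapes ClpAP degradation while cytoplasmic cargo is degraded and loses fluorescence; 0% = median of neutral control wells and 100% = median of NaSCN control wells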
PKA-R1A act: activates the PKA-R1A holoenzyme complex. P00514+P68181. PKA-R1A dissociation, Cy5-IP20 fluorescence polarization; scaled: DMSO 0%, 113 µM cGMP 100%. activation, % at 11.4 µM. actives 0.083% (n = 340,000). AID 504707;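 active = percent activation above the mean of all tested compounds plus 3 SD, cut at about 19% in these data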;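 note: higher means more PKAc released from R1A so a rise in polarization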
Pemphigus Ab inh: blocks pemphigus antibody binding to human desmoglein-3. DSG3-coupled beads, scFv-anti-DSG3-GFP binding, flow cytometry; active compounds read low. binding (percent of control), % at 10 µM. actives 0.48% (n = 310,000). P32926;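 active = binding more than 3 SD below its plate's average and above zero; inconclusive = below that plate limit but binding exactly zero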;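 note: hits lower antibody fragment binding to DSG3; some compounds called inactive have numbers as strong as hits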
Target sequence (P32926 whole entry, looked up, the tested form may be a part): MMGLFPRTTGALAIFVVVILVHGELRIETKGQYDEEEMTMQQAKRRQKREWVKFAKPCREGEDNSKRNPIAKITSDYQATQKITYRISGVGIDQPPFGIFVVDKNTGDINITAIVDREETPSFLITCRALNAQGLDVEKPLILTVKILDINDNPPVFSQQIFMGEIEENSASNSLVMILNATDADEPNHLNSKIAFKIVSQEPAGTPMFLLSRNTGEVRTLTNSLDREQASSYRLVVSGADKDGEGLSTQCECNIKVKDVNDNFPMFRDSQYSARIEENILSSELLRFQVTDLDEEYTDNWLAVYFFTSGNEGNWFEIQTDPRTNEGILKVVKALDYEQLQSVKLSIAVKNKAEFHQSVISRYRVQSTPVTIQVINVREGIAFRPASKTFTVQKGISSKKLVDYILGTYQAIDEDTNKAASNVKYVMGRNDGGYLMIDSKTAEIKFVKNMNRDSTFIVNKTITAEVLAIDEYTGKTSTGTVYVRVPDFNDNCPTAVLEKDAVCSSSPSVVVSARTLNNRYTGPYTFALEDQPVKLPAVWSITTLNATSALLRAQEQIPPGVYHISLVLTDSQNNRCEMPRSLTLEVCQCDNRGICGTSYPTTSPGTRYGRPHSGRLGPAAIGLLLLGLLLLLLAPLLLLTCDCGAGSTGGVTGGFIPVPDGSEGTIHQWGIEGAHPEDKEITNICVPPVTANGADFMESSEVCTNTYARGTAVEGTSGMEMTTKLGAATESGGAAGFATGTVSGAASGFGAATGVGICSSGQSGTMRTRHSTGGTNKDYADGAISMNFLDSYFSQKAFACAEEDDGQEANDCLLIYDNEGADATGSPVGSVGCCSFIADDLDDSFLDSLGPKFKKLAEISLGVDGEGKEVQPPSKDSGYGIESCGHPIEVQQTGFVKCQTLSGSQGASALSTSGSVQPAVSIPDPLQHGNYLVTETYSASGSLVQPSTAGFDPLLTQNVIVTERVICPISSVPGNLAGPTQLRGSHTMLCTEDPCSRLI
Arr AP2 block: human beta-arrestin and AP2 interaction inhibition. actives 0.31% (n = 340,000). AID 504490. FITC-arrestin peptide / GST-AP2 beads, flow cytometry; AP2 beta2 appendage carries R879A mutation. inhibition, % at 10 µM;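 active = inhibition above a set limit, near 3 SD of compounds lacking own fluorescence, cut at about 54% in these data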;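 note: plate controls were DMSO wells for no effect and 5 µM unlabelled arrestin peptide for full effect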
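System: GST-AP2 R879A glutathione beads | Also added: FITC-arrestin peptide, 50 nM | Times: 12 min plus 1 h, RT | Signal: Bead flow cytometry, FITC channel | Buffer or medium: PBS with 0.05% Tween 20 and 0.1% BSA | Read-out basis: Percent drop in bead-associated FITC signal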
Numbers without * were called inactive; u = inconclusive; x = not tested or not shown; & = joins results of further samples.

smiles | phage Ecoli inh | AddAB inh | OPRM1-OPRD1 ag | PfHsp90 set2 | Mot1-301 SUMO | Ecoli viability | MOR-DOR inv ag | Tat transport | PKA-R1A act | Pemphigus Ab inh | Arr AP2 block
CC1(C)CC(=O)C(CS(=O)(=O)c2ccccc2)=C(Cl)C1 | 3.0 | 1.2 | -2.1 | -49 | -20 | 0.5 | 12 | 2 | -4 | 112 | 4
Cc1cc(NC(=O)COc2ccc(F)c(Cl)c2)no1 | 1.3 | -0.6 | -0.6 | 8 | 222 | -0.1 | 4 | 11 | 3 | 99 | 25
O=C(NCc1ccccn1)C(=O)Nc1cccc2ccccc12 | 1.8 | 0.6 | -1.7 | 6 | 91 | 0.8 | 9 | -4 | -4 | 108 | -3
CCCCCC(=O)N1CCN(CCN=CC2=C(O)CC(c3ccc(OC)c(OC)c3)CC2=O)CC1 (stereo unspecified) | 0.2&-1.3 | 1.7 | -0.9&-2.6 | 7&-16 | -16 | -0.2 | 4&12 | 8&-1 | -11&-12 | 112&108 | 0&13
Cc1cc(C(=O)NN=C2CCCC2)c2ccccc2n1 | 3.0 | 0.6 | -3.1 | x | -5 | -1.4 | 20 | -3 | 2 | 98 | -1
Cc1ccc(S(=O)(=O)Nc2ccc(S(=O)(=O)N3CCOCC3)cc2)cc1 | 1.1 | 0.7 | -0.7 | 10 | -7 | 1.8 | 3 | 0 | -2 | 94 | 1
COc1cccc(CNC(=O)CN2C(=O)CSc3ccc(S(=O)(=O)N4CCCCC4)cc32)c1 | 0.5 | 5.5 | -1.1 | -23 | -20 | -1.5 | 6 | 9 | -2 | 133 | 31
CC(C)c1ccc(NC(=O)c2cc(S(=O)(=O)N3CCCC3)c[nH]2)cc1 | 6.8 | 7.5 | -1.1 | -26 | -7 | 2.6 | 6 | -1 | 4 | 118 | 2
Cc1cc(C)n2nc(C(=O)Nc3ccc(N4CCOCC4)cc3)nc2n1 | 3.2 | 1.1 | -1.8 | -92 | x | -1.9 | 11 | -1 | 3 | 99 | -4
Cc1nc2ccc(NC(=O)C3CCN(S(=O)(=O)c4cccs4)CC3)cc2s1 | 2.0 | 0.2 | 0.1 | x | 5 | 0.0 | -1 | u | -12 | x | 1
O=[N+]([O-])C(/C=C(\Cl)[N+](=O)[O-])=C1N(Cc2ccc(Cl)nc2)CCN1Cc1ccc(Cl)nc1 | -0.5 | 1.6 | 2.3 | -9 | 3 | -4.4 | -13 | -6 | 1 | 99 | 12
CCN(CC)C(=O)[C@H]1C[C@H](CC(=O)NCC23CC4CC(CC(C4)C2)C3)C(=O)N2CCc3c([nH]c4ccc(Cl)cc34)[C@]12C | 0.7 | 0.1 | 1.1 | -3 | x | 0.0 | -5 | 10 | 0 | 104 | 1
O=C(Nc1ccc(F)cc1)C1CCCN(S(=O)(=O)c2cccc3cccnc23)C1 (stereo unspecified) | 2.0 | 2.9 | -0.7 | x | 0 | 0.7 | 4 | -3 | -10 | 107 | -2
Cc1c(C)c2cc(Cl)c(O)c(CN3CCN(C)CC3)c2oc1=O | 3.2 | 1.1 | -1.2 | -6 | -2 | -2.1 | 8 | -3 | 0 | x | 2
Cc1ccccc1NC(=O)CCOc1ccccc1 | 3.6 | x | -2.7 | -1 | -12 | x | 13 | -2 | -13 | 106 | -13
COc1cccc(NC(=O)CN2C(=O)NC(c3ccccc3)(c3ccccc3)C2=O)c1 | 4.4 | 0.2 | 0.8 | -6 | 8 | 0.3 | -6 | 14 | 1 | 118 | 6
CC(=O)N1CCN(C(=O)CCNC(=O)c2ccc(Br)cc2)CC1 | 0.7 | x | -3.6 | 10 | x | x | 19 | 4 | 4 | 111 | 0
CCOc1ccc(C(=O)NNC(=O)c2cc(C)oc2C)cc1 | 0.5 | 0.2 | 3.1 | 10 | 71 | 0.6 | -20 | -1 | -1 | 101 | 5
CCOC(=O)C1CCN(S(=O)(=O)c2ccc(-n3cnnn3)c(C)c2)CC1 | 0.6 | 3.7 | -1.3 | -34 | 102 | -1.1 | 7 | 0 | 0 | 103 | 3
Cc1ccc(C(=O)NCCCNCCCN(C)C)cn1 | 1.4 | -1.1 | -2.0 | 8 | 2 | -1.2 | 10 | -7 | -12 | 106 | 0

Arranged by SMILES length (rising): some entries from above
smiles | phage Ecoli inh | AddAB inh | OPRM1-OPRD1 ag | PfHsp90 set2 | Mot1-301 SUMO | Ecoli viability | MOR-DOR inv ag | Tat transport | PKA-R1A act | Pemphigus Ab inh | Arr AP2 block
Cc1ccccc1NC(=O)CCOc1ccccc1 | 3.6 | x | -2.7 | -1 | -12 | x | 13 | -2 | -13 | 106 | -13
Cc1cc(NC(=O)COc2ccc(F)c(Cl)c2)no1 | 1.3 | -0.6 | -0.6 | 8 | 222 | -0.1 | 4 | 11 | 3 | 99 | 25
O=C(NCc1ccccn1)C(=O)Nc1cccc2ccccc12 | 1.8 | 0.6 | -1.7 | 6 | 91 | 0.8 | 9 | -4 | -4 | 108 | -3
CCOc1ccc(C(=O)NNC(=O)c2cc(C)oc2C)cc1 | 0.5 | 0.2 | 3.1 | 10 | 71 | 0.6 | -20 | -1 | -1 | 101 | 5
CC1(C)CC(=O)C(CS(=O)(=O)c2ccccc2)=C(Cl)C1 | 3.0 | 1.2 | -2.1 | -49 | -20 | 0.5 | 12 | 2 | -4 | 112 | 4
Cc1cc(C)n2nc(C(=O)Nc3ccc(N4CCOCC4)cc3)nc2n1 | 3.2 | 1.1 | -1.8 | -92 | x | -1.9 | 11 | -1 | 3 | 99 | -4
CCOC(=O)C1CCN(S(=O)(=O)c2ccc(-n3cnnn3)c(C)c2)CC1 | 0.6 | 3.7 | -1.3 | -34 | 102 | -1.1 | 7 | 0 | 0 | 103 | 3
CC(C)c1ccc(NC(=O)c2cc(S(=O)(=O)N3CCCC3)c[nH]2)cc1 | 6.8 | 7.5 | -1.1 | -26 | -7 | 2.6 | 6 | -1 | 4 | 118 | 2
O=C(Nc1ccc(F)cc1)C1CCCN(S(=O)(=O)c2cccc3cccnc23)C1 (stereo unspecified) | 2.0 | 2.9 | -0.7 | x | 0 | 0.7 | 4 | -3 | -10 | 107 | -2
COc1cccc(NC(=O)CN2C(=O)NC(c3ccccc3)(c3ccccc3)C2=O)c1 | 4.4 | 0.2 | 0.8 | -6 | 8 | 0.3 | -6 | 14 | 1 | 118 | 6
CCCCCC(=O)N1CCN(CCN=CC2=C(O)CC(c3ccc(OC)c(OC)c3)CC2=O)CC1 (stereo unspecified) | 0.2&-1.3 | 1.7 | -0.9&-2.6 | 7&-16 | -16 | -0.2 | 4&12 | 8&-1 | -11&-12 | 112&108 | 0&13
O=[N+]([O-])C(/C=C(\Cl)[N+](=O)[O-])=C1N(Cc2ccc(Cl)nc2)CCN1Cc1ccc(Cl)nc1 | -0.5 | 1.6 | 2.3 | -9 | 3 | -4.4 | -13 | -6 | 1 | 99 | 12
CCN(CC)C(=O)[C@H]1C[C@H](CC(=O)NCC23CC4CC(CC(C4)C2)C3)C(=O)N2CCc3c([nH]c4ccc(Cl)cc34)[C@]12C | 0.7 | 0.1 | 1.1 | -3 | x | 0.0 | -5 | 10 | 0 | 104 | 1

The listing continues.
smiles | phage Ecoli inh | AddAB inh | OPRM1-OPRD1 ag | PfHsp90 set2 | Mot1-301 SUMO | Ecoli viability | MOR-DOR inv ag | Tat transport | PKA-R1A act | Pemphigus Ab inh | Arr AP2 block
CN1CCC(N(C)CC(C)(C)NS(=O)(=O)c2ccccc2)CC1 | 2.3 | 0.2 | -1.9 | 11 | 4 | -0.8 | 10 | 3 | -11 | 85 | 30
Cc1ccc(OCCn2cnc(Cl)c2Cl)cc1 | 1.8 | 4.9 | 0.1 | x | 19 | 0.8 | -1 | 5 | -9 | 110 | 5
Cc1nn(-c2ccc(N3CCOCC3)nn2)c(C)c1CCC(=O)Nc1ccccc1 | 6.3 | 3.9 | -1.4 | -32 | 0 | 1.0 | 7 | 0 | 7 | x | 7
CC1=CC(C)(C)N(C(=O)c2ccccc2)c2ccc(C)cc21 | -0.9 | x | 6.2 | -1 | x | x | -36 | -1 | 5 | 105 | -2

Screening data (PubChem BioAssay)
